NPC1 prom act: qHTS Assay for NPC1 Promoter Activators | Potency, µM (doses to about 9.22 µM), inactives show at the highest dose activation, most hits filed as activators | 320,000 compounds, 2.4% hits | Huh7 NPC1 promoter luciferase reporter, 24 h | AID 485313, 2010;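 further: potency means the concentration at half of the fitted maximal effect; % of control where 0% means no effect; nearly all actives have a fitted effect of over 60% in size; reporter is driven by a mutant NPC1 promoter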
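Huh7 reporter cells (NPC1 promoter driving luciferase) are dosed with compound for 24 h at 37 °C, 5% CO2; luciferase detection reagent is then added and luminescence measured after 10 min at ambient temperature.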
KCNH2 3.1 inh: qHTS for Inhibitors of KCHN2 3.1: Mutant qHTS; AID 720553, 2013; 340,000 compounds, 0.95% hits; activity change, % (tested at about 1.8 µM); U2OS KCNH2 3.1, thallium flux FluxOr; hits give low values;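 active means maximum activity change below -70%; inconclusive means maximum activity change from -70% to -50%; inactive means maximum activity change above -50%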;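 further: thallium influx rate constant from kinetic fluorescence after stimulation buffer; on the % scale 0 is the no-effect control and ±100 the full control effect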
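Normalized rate constant (relative to positive and negative DMSO controls) derived from a 2 min kinetic fluorescence read after stimulation; U2OS cells expressing the 3.1 isoform via virus at 1.77 x 10^8 /mL.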
Giardia kill: Small Molecules that selectively kill Giardia lamblia: qHTS | 340,000 compounds, 0.15% hits | Giardia lamblia trophozoite viability | AID 540267, 2011 | activity change, % at 7.66 µM, hits read low; in the data active means activity change below about -80%; inconclusive means between about -30% and that limit;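 further: parasites exposed to compound for two days anaerobically before the ATP read; on the % scale 0 is the no-effect control and ±100 the full control effect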
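Media and compound were dispensed first, then trophozoites at 100 cells/well; plates sat 48 hrs at 37 deg C without oxygen before ATP luminescence reagent was added and read after 15-30 min at room temperature.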
ELG1 genotoxic: qHTS screen for small molecules that induce genotoxicity in human embryonic kidney (HEK293T) cells expressing luciferase-tagged ELG1 | HEK293T ELG1-luciferase reporter, luminescence, 16 h | Potency, µM (titrated, usually from 46 µM), for the others: top-dose activity change, positive = activation, usual class: activators | 330,000 compounds, 1.3% hits | AID 504466, 2011; further: potency means the concentration at half of the fitted maximal effect; % of control where 0% means no effect; nearly all actives have a fitted effect of over 60% in size
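16 hr compound incubation (37 °C, 5% CO2) of HEK293T cells carrying luciferase-tagged ELG1; luciferase then measured by ONE-Glo luminescence after 30 min at RT.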
FBPA coupling cs: qHTS Assay for Inhibitors of Fructose-1,6-bisphosphate Aldolase from Giardia Lamblia: Coupling assay counterscreen; 290,000 compounds, 0.67% hits; coupling enzyme system counterscreen, AmpLite Red fluorescence; activity change, negative = inhibition, % at 58.2 µM, hits read low; in the data active means activity change below about -30%; further: on the % scale 0 is the no-effect control and ±100 the full control effect
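First, compound is pin-transferred into glyceraldehyde-3-phosphate coupling-enzyme reagent at 57.5 uM final and held 10 min at RT. Next, substrate, coupling system and AmpLite Red are added. After 20 min RT, fluorescence (525/598 nm) is read.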
Tb PFK block: qHTS Assay to Find Inhibitors of T. brucei phosphofructokinase; ATP-dependent 6-phosphofructokinase (Trypanosoma brucei brucei), O15648; T. brucei PFK, ADP-Glo luminescence; Potency, µM (series often up to 57.5 µM), for inactives: at the highest dose activity, negative = inhibition, hits mostly inhibitors; 330,000 compounds, 0.17% hits;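 further: potency means the concentration at half of the fitted maximal effect; 0% = uninhibited 1x PFK enzyme wells and -100% = no-enzyme wells; nearly all actives have a fitted effect of over 60% in size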
Target sequence (O15648 whole entry, looked up): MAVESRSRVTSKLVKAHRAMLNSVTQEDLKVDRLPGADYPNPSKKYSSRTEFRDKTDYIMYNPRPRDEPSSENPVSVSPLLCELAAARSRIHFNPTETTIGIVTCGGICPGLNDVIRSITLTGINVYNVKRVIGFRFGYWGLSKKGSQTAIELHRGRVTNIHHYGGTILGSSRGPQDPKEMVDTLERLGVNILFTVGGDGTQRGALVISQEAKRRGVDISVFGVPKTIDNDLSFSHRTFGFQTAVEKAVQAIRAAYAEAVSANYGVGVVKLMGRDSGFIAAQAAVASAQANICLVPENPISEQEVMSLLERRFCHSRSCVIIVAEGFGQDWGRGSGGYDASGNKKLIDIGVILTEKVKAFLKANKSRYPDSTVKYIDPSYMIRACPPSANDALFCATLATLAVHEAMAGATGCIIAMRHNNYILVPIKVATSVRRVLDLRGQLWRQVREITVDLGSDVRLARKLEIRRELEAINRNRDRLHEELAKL
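Activity is normalized to no-enzyme wells (full inhibition) and 1.25 nM enzyme wells (no inhibition). Reaction: 0.5 mM F6P, 0.1 mM ATP, 45 min RT, ADP-Glo luminescence; concentration-response curves fitted and classed by quality.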
VP16 counter: VP16 counterscreen qHTS for inhibitors of ROR gamma transcriptional activity. Drosophila S2 Gal4-VP16 UAS-luciferase, luminescence, 20 h. Potency, µM (highest dose often 53.6 µM), for inactives: at the highest dose activity, negative = inhibition, actives largely listed as inhibitors. 310,000 compounds, 3.5% hits. AID 2546, 2010;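 further: Gal4-VP16 expression switched on by copper sulfate through the metallothionein promoter; potency means the concentration at half of the fitted maximal effect; on the % scale 0 is the no-effect control and ±100 the full control effect; nearly all actives have a fitted effect of over 50% in size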
FLuc counter: qHTS profiling assay for firefly luciferase inhibitor/activator using purifed enzyme and Km concentrations of substrates (counterscreen for miR-21 project); purified FLuc, Km substrates, luminescence inhibition; Potency, µM (top dose mostly 57.5 µM), for inactives: top-dose activity change, negative = inhibition, usual class: inhibitors; AID 588342, 2011; 360,000 compounds, 6.9% hits; Luciferin 4-monooxygenase (Photinus pyralis), P08659;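 further: potency means the concentration at half of the fitted maximal effect; plate controls were vehicle for no effect and reference inhibitor for full effect; nearly all actives have a fitted effect of over 55% in size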
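Purified P. pyralis luciferase, 10 nM final, with Km-level 10 uM D-luciferin and 10 uM ATP in 50 mM Tris acetate pH 7.5, 10 mM Mg acetate, 0.01% Tween-20, 0.05% BSA; 6-point qHTS titration about 60 µM downward; luminescence read.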
uPA generation: qHTS for Inhibitors of Cell Surface uPA Generation | cell surface uPA generation assay, qHTS | Potency, µM (titrated, usually from 38.3 µM), for the others: top-dose activity change, negative = inhibition, usual class: inhibitors | 330,000 compounds, 0.31% hits | AID 540303, 2011; active means well fitted inhibition curve with a large enough effect; inconclusive means small, poorly fitted or top-dose-only effect; inactive means no such curve, though single readings can be large or run the other way; tested in mouse RAW 264.7 cells; further: potency means the concentration at half of the fitted maximal effect; on the % scale 0 is the no-effect control and ±100 the full control effect; nearly all actives have a fitted effect of over 55% in size
Rab9 promoter act: qHTS Assay for Rab9 Promoter Activators | Huh7 Rab9 promoter-luciferase reporter, luminescence, 24 h | Potency, µM (titrated, usually from 9.22 µM), for inactives: at the top dose activation, negative = inhibition, usual class: activators | 320,000 compounds, 2.8% hits | AID 485297, 2010; further: potency means the concentration at half of the fitted maximal effect; % of control where 0% means no effect; nearly all actives have a fitted effect of over 60% in size
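Measured in stably transfected Huh7 cells bearing a Rab9 promoter–luciferase construct: 24 h compound treatment at 37 °C, followed by luminescence detection.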
RORg inh: qHTS for inhibitors of ROR gamma transcriptional activity. Nuclear receptor ROR-gamma (Mus musculus), P51450. Drosophila S2 Gal4-RORgamma UAS-luciferase reporter, 20 h. Potency, µM (titrated, usually from 53.6 µM), for inactives: at the highest dose activity change, negative = inhibition, actives largely listed as inhibitors. 310,000 compounds, 5.4% hits; further: potency means the concentration at half of the fitted maximal effect; on the % scale 0 is the no-effect control and ±100 the full control effect; nearly all actives have a fitted effect of over 60% in size
Target sequence (P51450 whole entry, looked up, the tested form may be a part): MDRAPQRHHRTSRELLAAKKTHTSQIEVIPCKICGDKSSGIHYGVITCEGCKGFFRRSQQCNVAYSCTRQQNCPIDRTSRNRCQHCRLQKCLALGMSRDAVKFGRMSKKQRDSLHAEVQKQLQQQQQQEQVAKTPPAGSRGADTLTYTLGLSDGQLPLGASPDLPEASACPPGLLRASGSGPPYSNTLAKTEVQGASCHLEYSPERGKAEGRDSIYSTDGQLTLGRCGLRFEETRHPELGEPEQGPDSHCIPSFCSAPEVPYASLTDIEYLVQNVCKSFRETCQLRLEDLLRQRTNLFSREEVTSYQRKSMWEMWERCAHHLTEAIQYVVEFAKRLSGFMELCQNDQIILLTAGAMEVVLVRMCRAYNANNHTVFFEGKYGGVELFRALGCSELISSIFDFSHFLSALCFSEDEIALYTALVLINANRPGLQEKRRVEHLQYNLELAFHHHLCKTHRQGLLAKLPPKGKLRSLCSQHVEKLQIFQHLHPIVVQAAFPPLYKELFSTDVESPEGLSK
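ROR gamma transcriptional activity was tracked as Gal4-UAS luciferase output in stably transfected Drosophila Schneider cells, with compound added 1 hr before 700 uM copper sulfate induction and a 20 hr ambient-temperature incubation.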
* hit, by the source's call; ? = inconclusive; . = not tested or not shown; & = joins results of further samples; [ ] = dose if it differs, or a comment. Unless noted, the call rests on the fitted dose curve; in most records, active means well fitted curve in the direction sought with a large enough effect; inconclusive means small, poorly fitted or top-dose-only effect, or another doubt; inactive means no such curve, though single readings can be large; an effect the other way counts as inactive or inconclusive.

SMILES	NPC1 prom act	KCNH2 3.1 inh	Giardia kill	ELG1 genotoxic	FBPA coupling cs	Tb PFK block	VP16 counter	FLuc counter	uPA generation	Rab9 promoter act	RORg inh
COc1ccc(NC(C)C(=O)N/N=C/c2ccccc2OCc2cccc(Br)c2)cc1 (centres undefined)	-2%	-9	0	-3%	-3	-3%	14%	-2%	3%	-8%	3%
Cc1cccc(C(=O)NC(=S)N2CCN(C)CC2)c1	3%	12	5	5%	1	-8%	8.9µM*	-2%	3%	-2%	1.3µM*
O=C(Nc1ccccc1N1CCOCC1)c1ccc(N2CCCC2=O)cc1	-2%	-9	-9	-2%	.	5%	.	-10%	11%	-4%	.
CCN(C(=O)COC(=O)C12CC3CC(CC(NC(C)=O)(C3)C1)C2)C1CCCCC1	-2%	3	4	16%	.	-7%	.	4%	-2%	0%	.
O=C(CSc1nc2c(c(=O)[nH]1)CCC2)Nc1ccccc1Cl	2%	-14	-4	4%	5	25%	8%	1%	-2%	1%	24%
CC(=O)CSc1cc(C)nc2c(-c3ccccc3)c(C)nn12	-2%	0	-5	5%	5	0%	-17%	-1%	-6%	-8%	?
Cc1ccccc1-n1nc(C)c2cc(C(=O)N3CCOCC3)sc21	11%	6	-10	5%	1	-2%	3%	2%	.	8%	3%
CC(=O)Nc1nc(C)cs1	-5%	18	?	4%	3	-1%	3%	-2%	0%	0%	-2%
CCc1ccc(NC(=S)NC(=O)CC(C)C)cc1	?	-12	-19	?	3	-1%	1µM*	7.6µM*	-8%	?	1.1µM*
COc1ccc(N2CCN(Cc3nc4ccccc4c(=O)[nH]3)CC2)cc1	1%	2	-3	-1%	1	-9%	-7%	5%	6%	3%	5%
O=C(N/N=C/c1ccc(Br)cc1)c1cc[n+]([O-])cc1	2%	2	-12	1%	1	-1%	7%	?	0%	-2%	-15%
Cc1c(Cl)cccc1N1C(=O)CC(N(O)c2ccccc2)C1=O (centres undefined)	-1%	-4	6	3%	0	-5%	-18%	4%	2%	-3%	17%
CCOC(=O)[C@H]1[C@H]2COc3cc(OC)ccc3[C@@H]2N2C(=O)CN(Cc3ccc(C)cc3)C(=O)[C@@]12C	-1%	-9	12	0%	.	-2%	.	4%	13%	-3%	.
Cc1ccccc1CN1CCN(C(=O)c2cccc3ccccc23)CC1	-4%	-5	9	-14%	1	-1%	1%	1%	5%	-4%	-16%
O=C(CSc1ncc(S(=O)(=O)c2ccccc2)c(=O)[nH]1)Nc1ccccc1Cl	-2%	-5	1	-1%	20	1%	-3%	3%	-1%	-2%	0%
COc1ccc(OC2CCN(C(=O)Nc3ccc(C)cc3)CC2)cc1	13%	12	4	-1%	3	-9%	-13%	?	3%	4%	38%
Cc1nonc1OC(C)CNc1ccc([N+](=O)[O-])cc1 (centres undefined)	-3%	-8	-12	0%	-8	-9%	-20%	-7%	-3%	4%	?
CCN(CC)S(=O)(=O)c1cccc(-c2cn3cc(C)ccc3n2)c1	12%	2	2	?	-26	4%	?	4.8µM*	-12%	16%	?
CN1CCN(C(=O)N2CCNC2=O)CC1	-1%	-17	10	1%	2	20%	-5%	2%[2.3 µM]	3%	-2%	15%
O=C(COC(=O)C1CC(=O)N(Cc2ccccc2)C1)Nc1ccccc1F (centres undefined)	1%	-12	-1	-9%	3	0%	0%	-1%	-4%	-2%	11%
CCCCn1c(N)c(Sc2ccccc2[N+](=O)[O-])c(=O)[nH]c1=O	-1%	20	16	-6%	0	2%	-3%	-1%	1%	1%	-10%
Cc1ccc(/C=C2\SC(=S)N(CCCC(=O)N3CCOCC3)C2=O)cc1	-1%	0	11	-12%	.	-2%	?	21µM*	-11%	-18%	3.2µM*
CC(C)=C1SC(N2CCN(c3ccc(C)c(Cl)c3)CC2)=NC1=O	-7%	-1	-16	11%	1	-2%	7%	-1%	1%	-15%	4%
O=C(CSC1=NS(=O)(=O)c2ccccc2N1)Nc1ccc(F)cc1	0%	13	4	1%	.	-15%	.	1%	3%	-9%	.
COc1ccccc1NC(=S)NC(C)=O	-6%	1	-6	1%	0	3%	-6%	4%	-7%	9%	11µM*
CC(C)(C)OC(=O)Nc1ccc([C@@H](NC(=O)OC(C)(C)C)C(=O)OC(C)(C)C)cc1	-5%	13	5	1%	.	0%	.	3%	6%	0%	.
O=C(NCCNC1CCN(Cc2ccccc2)CC1)c1cccs1	0%	.	.	-8%	0	-5%	-2%	4%	.	-1%	-9%
NC(=O)c1nc[nH]c1C(=O)Nc1cccc(NC(=O)c2cccc(C(F)(F)F)c2)c1	.	2	4	1%	.	0%	.	.	-7%	.	.
COC(=O)c1cc(S(=O)(=O)NCCc2ccc(SC)cc2)c[nH]1	-2%	8	?	-9%	0	1%	8%	3%	2%	-5%	32%
Cc1ccc(-n2c(Cc3cccn3C)nnc2SCC(=O)Nc2ccc3c(c2)OCO3)cc1	1%	-4	3	-2%	5	1%	4%	0%	.	-5%	25%
CCN(CC(=O)NCc1ccc(F)cc1)CC(=O)Nc1ccc(S(=O)(=O)N2CCCC2)cc1	-1%	12	-11	-8%	-12	-1%	6%	-2%	-5%	1%	-13%
COc1ccc(S(=O)(=O)N(C)C[C@H]2Oc3ccc(NC(=O)Nc4ccc5c(c4)OCO5)cc3CC(=O)N([C@@H](C)CO)C[C@@H]2C)cc1	.	-15	-6	2%	.	-2%	.	.	1%	.	.
O=C(CSc1n[nH]c(-c2ccccc2)n1)c1ccc(O)c(O)c1	-4%	-10	11	3%	-10	-3%	-5%	?	?	-12%	-24%
Nc1[nH][nH]c(=O)c1N=Nc1ccc2c(c1)OCO2	2.8µM*	-24	-4	?	-1	2%	-3%	13µM*	-4%	3.5µM*	-8%
CCn1c(-c2csc3c2CCCC3)n[nH]c1=S	0%	-7	-7	0%	2	3%	4.5µM*	-1%	1%	-2%	4µM*
NC1=NC(=O)/C(=C/c2cc(Br)c(O)c(Br)c2)S1	3%	3	-7	-1%	-4	21%	5%	-25%	-9%	3%	5%
O=C(Nc1ccc(S(=O)(=O)Nc2nccs2)cc1)C1=NN(c2ccccc2)C(=O)CC1	3%	15	6	-2%	5	0%	-10%	-2%	6%	16%	21%
CC(=O)NS(=O)(=O)c1ccc(N)cc1	-1%&-4%	12&10	-14&-9	2%&9%	4&3&-1	-1%&-1%	-3%	4%&-1%	3%&20%	16%&1%	-4%
CCOCCn1c(CCCO)nc2ccccc21	-1%	-1	-11	-2%	-1	2%	0%	-1%	0%	0%	-9%
COc1ccc(S(=O)(=O)CCC(=O)NCCc2cccc(C)c2)cc1	-3%	-3	-14	2%	0	-1%	-12%	-2%	.	1%	14%
Cc1cccc(NC(=O)Cn2nc([N+](=O)[O-])c(Br)c2C)n1	-6%	-5	9	5%	0	17µM*	-9%	-2%	-2%	2%	0%
COc1nc(OC)nc(N2CCC(C(=O)NC3CC3)CC2)n1	-5%	9	6	3%	2	-2%	-2%	0%	5%	-1%	-1%
COc1ccc(NC2CCCN(C(=O)c3csc(C(C)C)n3)C2)cc1 (centres undefined)	2%	-2	-20	0%	0	1%	-9%	0%	2%	0%	-15%
O=C(c1cc2ccccc2[nH]1)N(Cc1cccnc1)CC1CCCN(C2CCCCC2)C1 (centres undefined)	-3%	-31	2	5%	.	1%	11%	?	-14%	0%	33%
O=C(Nc1ccc(-c2nc3ccccc3o2)cc1)C1CCCO1 (centres undefined)	0.32µM*	15	-28	?	6	-14%	?	1.3µM*	.	0.45µM*	-35%
CCCn1nnnc1NCc1cccc(OC)c1OC	0%	7	-3	-4%	0	0%	0%	1%	-1%	0%	-28%
O=C(CSc1ncn[nH]1)c1ccco1	-4%	-5	4	0%	-8	-5%	3%	-2%	-6%	-1%	-22%
CC1(C)Cc2cccc(OCC(=O)OCC(=O)NCc3ccccc3)c2O1	1%	3	2	1%	3	0%	.	1%	13%	0%	.
O=C(Cc1ccccc1)NN1C(=O)/C(=C/c2ccccc2C(=O)O)SC1=S	-1%	4	?	0%	9	?	-1%	?	6%	-4%	-26%
O=[N+]([O-])c1ccccc1S(=O)(=O)Nc1ncccn1	-1%	0	22	7%	0	1%	6%	0%	-2%	-5%[1.84 µM]	12%
